Source: PubChem BioAssay (several laboratories)
GC-A act = GC-A (human) enzyme activation; 370,000 tested, 0.14% active; AID 1671463; activation, % at 10 µM; HEK293 GC-A cells, cGMP TR-FRET, EC30 ANP; 0% at EC30 ANP, 100% saturating ANP; in the data active = activation above about 40%
UHRF1 MBD2 ctr = human UHRF1 methylated DNA binding inhibitors; AID 687016; inhibition, % at 4.4 µM; UHRF1 binding to methylated oligo, TR-FRET; 370,000 tested, 0.75% active; in the data active = inhibition above about 21%;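 also: UHRF1 SRA domain binding a hemimethylated CpG hairpin DNA probe; 0% = median of test compound wells and 100% = reference inhibitor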
GC-B act = GC-B (human) receptor activation. P20594. HEK293-GC-B cells, CNP EC30, cGMP TR-FRET; 0% at EC30 CNP, 100% saturating CNP. activation, % at 10 µM. 370,000 tested, 0.11% active;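 active = activation at 10 µM reaching about 35% in either raw or pattern-adjusted values, limit read from the data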
SIAE primary = inhibitors of human sialic acid acetylesterase SIAE; 370,000 tested, 0.69% active; Q9HAT2; inhibition, % at 9.66 µM; SIAE FP-Rh probe binding, fluorescence polarization;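 active = inhibition above a cutoff: mean of compounds within the control limits plus 3 SD of those, cut at about 17% in these data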;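 also: 0% = plate median of compound wells and 100% = probe without SIAE protein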
TCR CD3 inh = inhibitors of human TCR-CD3 interaction; TAMRA-labeled TCR probe fluorescence, biochemical; inhibition, % at 9.4 µM; 360,000 tested, 0.37% active; AID 651800; in the data active = inhibition above about 19%;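 also: recombinant mutant TCR 2C K166C tagged with TAMRA read by polarization; 0% = receptor in buffer alone and 100% = receptor with positive control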
HTRA1 inh = inhibitors of human serine peptidase HTRA1; Q92743; inhibition, % at 5.96 µM; AID 504803; 340,000 tested, 0.5% active; recombinant HTRA1, FP-rhodamine activity-based probe, fluorescence polarization; in the data active = inhibition above about 36%;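 also: 0% = enzyme with DMSO and 100% = wells lacking enzyme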
Target sequence (Q92743 whole entry, looked up): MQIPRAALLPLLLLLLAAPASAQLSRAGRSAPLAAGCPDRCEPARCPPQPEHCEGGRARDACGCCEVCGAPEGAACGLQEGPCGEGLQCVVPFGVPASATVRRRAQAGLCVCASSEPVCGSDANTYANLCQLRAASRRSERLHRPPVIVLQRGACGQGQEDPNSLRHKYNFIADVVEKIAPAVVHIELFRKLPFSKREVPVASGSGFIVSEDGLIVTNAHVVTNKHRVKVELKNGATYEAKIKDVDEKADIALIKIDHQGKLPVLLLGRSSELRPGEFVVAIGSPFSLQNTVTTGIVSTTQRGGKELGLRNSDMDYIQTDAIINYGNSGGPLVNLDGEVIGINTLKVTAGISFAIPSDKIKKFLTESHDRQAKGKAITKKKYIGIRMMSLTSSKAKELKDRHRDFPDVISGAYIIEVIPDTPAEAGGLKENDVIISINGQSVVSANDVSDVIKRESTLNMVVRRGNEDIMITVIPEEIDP
PRMT1 inh = blocks human protein arginine methyltransferase 1 | Q99873 | recombinant PRMT1, activity-based probe fluorescence polarization | inhibition, % at 2.79 µM | 370,000 tested, 1.3% active;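 active = inhibition above about 21% made by adding two undisclosed values, limit read from the data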
Target sequence (Q99873 whole entry, looked up): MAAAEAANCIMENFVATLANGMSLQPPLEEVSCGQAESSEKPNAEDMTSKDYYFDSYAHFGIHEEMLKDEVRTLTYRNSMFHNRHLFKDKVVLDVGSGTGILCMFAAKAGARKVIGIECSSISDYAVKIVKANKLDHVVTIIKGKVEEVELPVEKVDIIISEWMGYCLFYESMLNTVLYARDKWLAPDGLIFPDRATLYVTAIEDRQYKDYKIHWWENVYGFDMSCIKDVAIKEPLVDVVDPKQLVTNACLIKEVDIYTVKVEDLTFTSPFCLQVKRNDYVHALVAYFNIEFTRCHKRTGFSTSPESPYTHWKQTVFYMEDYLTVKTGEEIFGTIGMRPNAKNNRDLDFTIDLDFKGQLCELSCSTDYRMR
rCAG binder = r(CAG) repeat RNA binding; 370,000 tested, 1.3% active; TO-PRO-1 dye displacement fluorescence; inhibition, % at 3 µM; AID 651821;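 active = inhibition above the plate cutoff, the mean of all test compounds on that plate plus 3 SD, cut at about 35% in these data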;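 also: 0% = DMSO alone and 100% = 100 µM mitoxantrone as full dye displacement; higher means more dye released from RNA so lower well fluorescence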
mABHD4 FP = inhibitors of mouse ABHD4; inhibition, % at 8.92 µM; purified mABHD4, FP-Rh probe fluorescence polarization; 370,000 tested, 0.54% active;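 active = inhibition exceeding the mean over every tested compound plus 3 SD, cut at about 30% in these data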;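 also: 0% = plate median of compound wells and 100% = S159A mutant with DMSO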
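Test system: mABHD4 protein | Buffer or medium: HEPES pH 7.0 buffer, 150 mM NaCl, 0.01% Pluronic F-127 | Probe or stimulus: FP-Rh fluorescent activity-based probe, added after compound pre-incubation | Timing: Pre-incubation 45 min, probe exposure 60 min, at 25 °C | Technique: Fluorescence polarization, excitation 525 nm, emission 598 nm, BODIPY TMR filters | Repeats: Single well per compound (singlicate)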
MBD2 inh = blocks human MBD2 binding to methylated DNA. TR-FRET, MBD2 binding to methylated oligonucleotide. inhibition, % at 4.4 µM. 370,000 tested, 0.31% active; in the data active = inhibition above about 13%
Starred values were filed as active, the others as inactive; x = no result given.

SMILES	GC-A act	UHRF1 MBD2 ctr	GC-B act	SIAE primary	TCR CD3 inh	HTRA1 inh	PRMT1 inh	rCAG binder	mABHD4 FP	MBD2 inh
CC(=O)Nc1c(O)nc(SCC(=O)Nc2nnc(SCc3ccccc3)s2)[nH]c1=O	-1	-6	-2	12	7	11	10	12	0	6
CN(Cc1c(F)cccc1Cl)C(=O)c1ccc(NC(=O)CC2SC(N3CCCC3)=NC2=O)cc1 (stereo unspecified)	0	-2	3	0	8	-3	101*	-5	-1	3
CC(O)CNc1ncnc2cc(-c3ccc(F)cc3)sc12 (stereo unspecified)	10	-6	2	-7	1	1	2	3	4	5
CCCCC(=O)Nc1cccc(NC(=O)c2ccc(Br)o2)c1	1	0	10	7	2	-6	1	-4	2	4
COc1cccc(CN(C)C(=O)c2ccc3c(=O)n4c(nc3c2)CCC4)c1	2	-1	2	-2	3	5	2	-6	-3	4
COC(=O)[C@H](Cc1ccccc1)NC(=O)N1CCC(C)CC1	3	13	-2	-9	6	-2	1	1	-7	8
CC1(C)CC(=O)C=C(NCc2cccnc2)C1	0	-3	3	2	6	0	-2	-4	-5	1
COc1cc(NCCC(=O)c2cccs2)c(OC)cc1Cl	-4	-4	-3	9	5	4	1	-5	2	-1
CCOc1cc(C2NC(=O)NC(O)(C(F)(F)F)C2C(=O)c2ccccc2)ccc1OC (stereo unspecified)	-1	-1	2	-1	5	1	1	-5	-5	2
O=C1CSC(=S)N1/N=C/c1ccc2c(c1)OCCO2	2	-5	0	-4	-5	3	27*	13	-4	-1
O=C1CC(/C=C/c2ccccn2)=Nc2ccccc2N1	1	-2	6	5	0	7	5	5	13	-4
O=C(CC(=O)N/N=C\c1ccc([N+](=O)[O-])cc1)NCCc1ccccc1	-4	-4	-2	9	4	0	-4	3	1	-4
COC1CCN(C(=O)c2ccc3oc(Cc4ccc(Cl)cc4)nc3c2)CC1	0	-3	1	14	3	-1	-5	-7	1	-1
O=C(Nc1ccc2c(c1)OCO2)c1noc2c1CCCCC2	-4	0	0	-2	-3	-4	-2	-5	-1	1
Cc1cc(C(F)F)n2ncc(C(=O)N3CCc4ccccc4C3)c2n1	2	-1	-2	6	-2	3	-1	-4	7	2
Cc1ccc(C(=O)Nc2cccnc2Cl)cc1Cl	1	1	-2	3	-2	-2	-2	-3	-2	0
Cc1ccc(Nc2cc(C)nc3ncnn23)c(Cl)c1	4	2	2	3	6	6	-1	-2	-3	-4
O=C(c1cccc2ccccc12)N1CCN=C1SCc1ccc([N+](=O)[O-])cc1	-3	1	3	-6	-4	-14	3	0	8	1
CN(CC(=O)Nc1cccc(F)c1)C(=O)CNS(=O)(=O)c1ccc(N(C)C)c([N+](=O)[O-])c1	0	-4	0	9	0	-5	11	11	9	-5
Cc1nnc2ccc(-c3cccc(NS(=O)(=O)c4ccccc4[N+](=O)[O-])c3)nn12	5	-4	2	0	6	1	-5	20	-1	3
CCCCc1c(C)nn(-c2nnc3c4ccccc4n(C)c3n2)c1C	4	0	1	-18	-13	-1	1	-4	2	4
COC(=O)Cc1ccc(NC(=O)c2ccc(C(C)(C)C)cc2)cc1	-9	3	-2	-2	-4	-17	4	-3	-14	2
Cc1cc(C)nc(SCC(=O)N/N=C\c2sccc2C)n1	2	-6	-7	1	2	8	-3	0	-2	-7
O=C(Nn1c(Cc2cccs2)nc2ccccc2c1=O)c1ccc(F)c(F)c1	1	1	1	0	-4	0	2	1	1	6
CN(Cc1ccccc1F)c1cc2c(c3c1ccn3C)C1CCC2C1 (stereo unspecified)	0	0	-2	9	-8	x	4	2	-6	-3
O=C(COc1ccc(Cl)cc1)Nc1ccc(NC(=O)c2ccco2)cc1	-2	2	4	14	-1	-5	2	3	-10	4
N#CN1CCC(NS(=O)(=O)c2cccc(C(F)(F)F)c2)CC1	3	-2	-6	-3	x	x	-2	x	3	1
COC(=O)Cc1c(O)ccn(Cc2ccccc2OC)c1=O	2	-2	-1	1	-1	13	0	0	5	8
O=S1(=O)CC(O)C(O)CS1 (stereo unspecified)	2	-2	4	1	1	x	81*	2	5	0
CN=c1c([N+](=O)[O-])nn(-c2ccc3c(c2)OCCO3)n1O	2	-3	0	9	64*	-5	0	1	-2	-2
COc1cccc(C(=O)Nc2ccc(-c3nnc(-c4ccco4)o3)cc2)c1	-14	-3	11	-6	2	-18	-3	3	-12	-6
CC(C)CCN(C(=O)c1cc(=O)[nH]c2ccccc12)c1c(N)n(Cc2ccccc2)c(=O)[nH]c1=O	2	2	4	3	-3	4	8	1	-2	4
COc1ccc(NC(=O)c2ccc3ccccc3c2OC)cc1	0	-1	-3	-3	8	-9	1	-1	-1	-8
CC(=O)COC(=O)CCc1nc2ccccc2[nH]c1=O	1	1	9	-3	1	-1	4	-1	3	4
NC(=O)C1(N2CCCCC2)CCN(C(=S)Nc2ccc(S(N)(=O)=O)cc2)CC1	4	3	-2	2	-1	-2	27*	1	-7	5
COc1ccccc1CNS(=O)(=O)c1ccc(-c2cc(C)no2)cc1	-1	3	-3	10	-1	-6	0	-4	3	-4
CN(C)S(=O)(=O)c1cccc(NC(=O)Cc2ccc(-c3ccccc3)cc2)c1	4	0	0	-19	-4	-45	5	10	-11	7
CCCc1ccc(-c2cc(C(=O)NN3CCOCC3)c3ccccc3n2)cc1	-1	-1	-8	3	4	-10	-3	2	-2	0
Cc1cccc(CNc2ncnc3ccc(-c4ccc5c(c4)OCCO5)cc23)c1	-1	-1	-2	-35	-1	-80	0	8	-33	0
COc1ccc(C2C(C#N)=C(N)Oc3n[nH]c(C)c32)cc1Cn1nc(C)c([N+](=O)[O-])c1C (stereo unspecified)	-6	-3	-4	-5	4	-3	-1	6	1	-2

Part of the list above, with two lines to a compound.
Results follow in this order: GC-A act | UHRF1 MBD2 ctr | GC-B act | SIAE primary | TCR CD3 inh | HTRA1 inh | PRMT1 inh | rCAG binder | mABHD4 FP | MBD2 inh
- CCCCc1c(C)nn(-c2nnc3c4ccccc4n(C)c3n2)c1C
→ 4 | 0 | 1 | -18 | -13 | -1 | 1 | -4 | 2 | 4
- COC(=O)Cc1ccc(NC(=O)c2ccc(C(C)(C)C)cc2)cc1
→ -9 | 3 | -2 | -2 | -4 | -17 | 4 | -3 | -14 | 2
- Cc1cc(C)nc(SCC(=O)N/N=C\c2sccc2C)n1
→ 2 | -6 | -7 | 1 | 2 | 8 | -3 | 0 | -2 | -7
- O=C(Nn1c(Cc2cccs2)nc2ccccc2c1=O)c1ccc(F)c(F)c1
→ 1 | 1 | 1 | 0 | -4 | 0 | 2 | 1 | 1 | 6
- CN(Cc1ccccc1F)c1cc2c(c3c1ccn3C)C1CCC2C1 (stereo unspecified)
→ 0 | 0 | -2 | 9 | -8 | x | 4 | 2 | -6 | -3
- O=C(COc1ccc(Cl)cc1)Nc1ccc(NC(=O)c2ccco2)cc1
→ -2 | 2 | 4 | 14 | -1 | -5 | 2 | 3 | -10 | 4
- N#CN1CCC(NS(=O)(=O)c2cccc(C(F)(F)F)c2)CC1
→ 3 | -2 | -6 | -3 | x | x | -2 | x | 3 | 1
- COC(=O)Cc1c(O)ccn(Cc2ccccc2OC)c1=O
→ 2 | -2 | -1 | 1 | -1 | 13 | 0 | 0 | 5 | 8
- O=S1(=O)CC(O)C(O)CS1 (stereo unspecified)
→ 2 | -2 | 4 | 1 | 1 | x | 81* | 2 | 5 | 0
- CN=c1c([N+](=O)[O-])nn(-c2ccc3c(c2)OCCO3)n1O
→ 2 | -3 | 0 | 9 | 64* | -5 | 0 | 1 | -2 | -2
- COc1cccc(C(=O)Nc2ccc(-c3nnc(-c4ccco4)o3)cc2)c1
→ -14 | -3 | 11 | -6 | 2 | -18 | -3 | 3 | -12 | -6
- CC(C)CCN(C(=O)c1cc(=O)[nH]c2ccccc12)c1c(N)n(Cc2ccccc2)c(=O)[nH]c1=O
→ 2 | 2 | 4 | 3 | -3 | 4 | 8 | 1 | -2 | 4
- COc1ccc(NC(=O)c2ccc3ccccc3c2OC)cc1
→ 0 | -1 | -3 | -3 | 8 | -9 | 1 | -1 | -1 | -8

(list continues)
SMILES	GC-A act	UHRF1 MBD2 ctr	GC-B act	SIAE primary	TCR CD3 inh	HTRA1 inh	PRMT1 inh	rCAG binder	mABHD4 FP	MBD2 inh
Cc1ccc(C(=O)NN(C)c2nc3ccccc3nc2C(F)(F)F)cc1	-4	-2	2	-1	5	-3	1	0	5	-1
CN=C1SC(CC(=O)Nc2ccc(N3CCOCC3)cc2)C(=O)N1C (stereo unspecified)	-1	7	3	-3	-5	5	3	-1	7	3
COc1nccnc1NS(=O)(=O)c1ccc(NC(=S)NC(=O)c2cccc(F)c2)cc1	-3	-2	-2	1	4	0	-2	14	13	-8
COc1ccc(CC(=O)O/N=C(\N)Cc2ccc(OC)cc2)cc1	7	0	9	2	7	-8	-3	-7	-4	4
CCOc1ccccc1NC(=O)N1CCCC1C(=O)Nc1ccc(NC(C)=O)cc1 (stereo unspecified)	2	1	-1	-4	1	1	-2	-4	2	3
COC[C@@H]1CCCN1c1ccc2c(c1)OCCCN(C1CC1)S2(=O)=O	-1	6	-1	4	x	x	-3	2	1	3
CCn1cc(C(=O)N[C@H](C(=O)NCCCN2CCOCC2)C(C)C)c(=O)c2cc3c(cc21)OCO3	-2	0	5	-2	7	3	-1	-7	0	3
O/N=C/c1ccnc(SCc2ccccc2)n1	4	2	-5	-7	1	-10	3	0	-9	0
O=S1(=O)c2ccc(N3CCCC3)cc2Oc2ccccc2CN1Cc1cn(Cc2ccc(Cl)cc2)nn1	1	2	-1	4	x	x	1	13	1	-4
O=C(NCc1cccnc1)c1cnc2sccn2c1=O	4	1	4	-6	8	-3	-5	2	0	-2
COC(=O)CN1C(=O)COc2ccc(S(=O)(=O)NCc3ccc(F)cc3)cc21	1	-3	-2	6	-5	7	-1	-2	6	-2
COC(=O)c1ccc(COc2cc([N+](=O)[O-])cc3cccnc23)o1	3	-1	5	-1	1	2	-6	3	8	-10
CCOc1ccc(CCN2C(=S)N([C@@H](CC(C)C)CN3CCCC3CN3C(=S)NC[C@@H]3Cc3ccccc3)C[C@@H]2CC(C)C)cc1 (stereo partly specified)	6	0	-1	1	0	x	4	7	2	-7
O=C(NC(=S)Nc1ccc(S(=O)(=O)N2CCCC2)cc1)C1CCC1	1	-1	1	-2	-3	-10	-5	0	-2	3
Cc1ccc(S(=O)(=O)N2CCCCC2)cc1NC(=O)CN1C(=O)CN(C)C1=O	6	1	2	11	1	-6	-4	1	-1	1
COc1cccc(CN2CCNC(=O)C2CC(=O)N(C)C2CCCCC2)c1OC (stereo unspecified)	1	1	6	1	3	1	5	-8	3	3
CCOC(=O)N1CCc2[nH]c3ccc(C)cc3c2C1	4	18	-3	5	-2	-7	4	-5	5	12
CCN(CC)C(=O)C(=O)c1cn(CCOc2ccccc2)c2ccccc12	-2	1	3	-8	1	0	7	-6	4	-4
COC(=O)CC#C[C@H](C)[C@@H](NS(C)(=O)=O)C1CCCCC1	2	-1	2	2	2	x	-2	6	-3	-3

An excerpt (hit frequency here may not be typical).
